Source: PubChem BioAssay
A549 tox: counter-screen for Nrf2 inhibitors: cytotoxicity in A549 cells; AID 504648; A549 ARE-Fluc cells, CellTiter-Fluor viability, 18-24 h; Potency, µM (doses to about 46 µM), without a hit: at the highest dose activity change, negative = cytotoxicity, actives largely listed as inhibitors; hit rate 0.16% among 390,000; note: potency is the fitted concentration of half-maximal effect; % is set by controls: 0 for no effect and ±100 for the full control effect
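Cytotoxicity counterscreen: CellTiter-Fluor fluorescence was measured in A549 ARE_Fluc cells after 18-24 h of compound exposure in a concentration series. The subsequent BugLite luminescent read reports ARE-luciferase activity.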
pAkt inh: inhibitors of Akt phosphorylation | Neuro2A IGF-stimulated pAkt S473 HTRF, 20 min; hits give low values | hit rate 0.32% among 360,000 | activity change, % for hits at 50 µM; in the data active = activity change below about -80%; inconclusive = mostly about -51% to -80%; note: % is set by controls: 0 for no effect and ±100 for the full control effect
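Neuro2A cells in DMEM with 0.5% FBS, overnight at 37 deg C, given compound at single 50 µM final, then IGF (6 nM final) for 20 min at 37 deg C. Lysed; phospho-Akt Ser473 by HTRF after 24 h, 665/615 ratio.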
Mm-Cpn inhibitor: M. maripaludis TRiC chaperonin inhibition | purified Mm-Cpn ATPase, ADP Transcreener TR-FRET | AID 504842 | Potency, µM (top dose mostly 76.9 µM), for inactives: at the highest dose activity, negative = inhibition, most hits filed as inhibitors | hit rate 0.031% among 330,000; note: potency is the fitted concentration of half-maximal effect; % is set by controls: 0 for no effect and ±100 for the full control effect; nearly all actives have a fitted effect of over 80% in size
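Quantitative HTS used 25 nM Mm-CPN and 10 uM ATP in magnesium/KCl Tris buffer, pH 7.4, with 1 mM DTT. Hydrolysis ran 30 min at 37°C; ADP was read by HTRF.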
Nrf2 inh: inhibitors of Nrf2 signaling; A549 ARE-Fluc reporter, luciferase luminescence, 18-24 h; Potency, µM (doses to about 46 µM), for the others: at the highest dose activity change, negative = inhibition, actives largely listed as inhibitors; hit rate 2.1% among 360,000; note: potency is the fitted concentration of half-maximal effect; % is set by controls: 0 for no effect and ±100 for the full control effect; nearly all actives have a fitted effect of over 60% in size
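Two sequential reads on A549 ARE_Fluc cells exposed to compound for 18-24 h: a CellTiter-Fluor fluorescence read for viability, then a luciferase luminescence read for Nrf2/ARE activity.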
Nrf2 ARE act: activators of Nrf2 (ARE) signaling. AREc32 ARE-luciferase reporter (MCF7-derived line), luminescence, 24 h. Potency, µM (titrated, usually from 46.1 µM), without a hit: at the highest dose activation, actives largely listed as activators. hit rate 0.31% among 410,000; note: potency is the fitted concentration of half-maximal effect; % of control where 0% means no effect; nearly all actives have a fitted effect of over 65% in size
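AREc32_Fluc, 1000 cells/well, OPTI-MEM + 5% FBS, o/n 37 deg C 5% CO2; 23 nL cpd by pin tool, 24 hr; Steady-Glo 30 min RT, luminescence.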
S2 tox: cell viability loss in ATXN counter-screen; AID 651635; S2 cells (HEK-293 line with an ATXN2-luciferase reporter) viability, CellTiter-Fluor protease fluorescence, 24 h; Potency, µM (series often up to 56.7 µM), usual class: cytotoxic; hit rate 0.49% among 400,000; note: potency is the fitted concentration of half-maximal effect; nearly all actives have a fitted effect of over 40% in size
TGFb inhibitor: inhibitors of TGF-b signaling; AID 588855; Potency, µM (top dose mostly 46.1 µM), for inactives: top-dose activity, negative = inhibition, usual class: inhibitors; HepG2 CAGA-GFP TGF-b/SMAD3 reporter, GFP fluorescence, 18 h; TGF-beta stimulated, 500 pg/mL final; hit rate 1.2% among 410,000; note: potency is the fitted concentration of half-maximal effect; % is set by controls: 0 for no effect and ±100 for the full control effect; nearly all actives have a fitted effect of over 65% in size
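Inhibition was scored as loss of TGF-beta-induced (500 pg/mL final, 18 hours, 37 degrees C) GFP in HEPG2 cells carrying a CAGA-GFP reporter, in DMEM with 1% FBS. Well GFP was summed per cell; Activity was normalised to unstimulated and stimulated DMSO wells, then concentration-response fitting.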
HepG2 viability: HepG2 cytotoxicity, counter-screen for TGF-b inhibitors; HepG2 CAGA-GFP viability, ATP luminescence, 18 h; Potency, µM (top dose mostly 46.1 µM), without a hit: at the top dose activity change, negative = cytotoxicity, hits mostly cytotoxic; hit rate 0.76% among 410,000; AID 588856; note: potency is the fitted concentration of half-maximal effect; some results filed as inactive show a strong effect at the top dose
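CellTiter-Glo luminescence gave cytotoxicity after 18 hours at 37 degrees C. The cells were HepG2 CAGA-GFP in 1% FBS DMEM, stimulated with 500 pg/mL TGF-beta after compound addition. %Activity was normalised to no-cell wells (complete cell-killing) and DMSO (no toxicity), and curves were fitted and classified.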
CCT modulator: changes cytosolic chaperonin activity | purified chaperonin ATPase assay, HTRF ADP detection, 30 min | activity change, % (concentration not given with the values), hits read low | hit rate 0.3% among 360,000 | AID 651819; in the data active = activity change below about -30%; note: % is set by controls: 0 for no effect and ±100 for the full control effect
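TRiC (40 or 20 nM final, by batch activity) in 30 mM Tris pH 7.4, 100 mM KCl, 5 mM MgCl2, 1 mM DTT was treated with compound at 76 uM single dose, then 10 uM ATP, 30 min at 37 °C. ADP was read by HTRF Transcreener.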
Starred values were filed as active, the others as inactive; i = inactive; ? = inconclusive; nt = no result given; & = joins results of further samples. Unless noted, calls come from the whole dose curve; as a rule, active = well fitted curve in the direction sought with a large enough effect; inconclusive = small, poorly fitted or top-dose-only effect, or another doubt; inactive = no such curve, though single readings can be large; an effect the other way counts as inactive or inconclusive. Rows are unselected. About 4.4% of those tested had a hit in this group.

SMILES | A549 tox | pAkt inh | Mm-Cpn inhibitor | Nrf2 inh | Nrf2 ARE act | S2 tox | TGFb inhibitor | HepG2 viability | CCT modulator
C[n+]1ccccc1/C=C/c1ccc([N+](=O)[O-])cc1 | ? | i | 1% | 3.7µM* | 0.1% | i | 0% | -24% | -2.4
Cc1ccn2c(=O)nc(SCC(=O)NCc3ccccc3)nc2c1 | -1% | i | -1% | 2% | 0.0% | i | 0% | -4% | 1.4
Cc1ccc(NC(=O)c2cnc3sc(N4CCOCC4)nn3c2=O)cc1N(C)C | -11% | nt | nt | -14% | -0.6% | i | -8% | 7% | nt
Cc1ccc(NC(=O)c2cccc(NC3=NC4CS(=O)(=O)CC4S3)c2)cc1C (configuration not stated) | -6% | i | -2% | 0% | -1.3% | i | -3% | -18% | -0.8
CCc1ccc(CNCc2ccc(OCC(O)CN(C)Cc3ccccc3)cc2)nc1 (configuration not stated) | -26% | i | 2% | ? | 3.4% | i | ? | -34% | -5.2
O=C1c2ccccc2C(=O)N1CCCc1nc2ccccc2c(=O)n1CCCn1ccnc1 | nt | i | 0% | 12% | -0.6% | i | 2% | -13% | -0.9
O=C(c1cc(COc2c(F)cccc2F)on1)N1CCC(c2ccncc2)CC1 | -19% | i | -1% | 7.3µM* | 2.8% | ? | -16% | -25% | 0.8
COc1ccccc1CNC(=O)C1CCN(S(=O)(=O)c2ccc3c(c2)CCCN3C(C)=O)CC1 | -4% | nt | nt | nt | 4.2% | i | -13% | -1% | nt
C=CCN1C(=O)/C(=c2\sc3nc(=O)c(Cc4ccc(OC)c(OC)c4)nn3c2=O)c2ccccc21 | -4% | i | 1% | 0% | 8.2% | i | 14% | 6% | 1.2
CC(C)N(C(=O)Cn1cc(SCC(=O)Nc2ccccc2C(F)(F)F)c2ccccc21)C(C)C | -2% | nt | nt | 22% | 0.4% | nt | 1% | 4% | nt
Cc1cccc(NS(=O)(=O)c2ccc3c(c2)CCC(=O)N3)c1 | 5%&2% | i | 2% | -23%&-27% | -0.2%&2.6% | i | ? | -26%&-9% | 1.2
O=C(NC1CCN(C(=O)Nc2cccc(Cl)c2)CC1)c1ccco1 | -3% | i | -1% | -15% | -0.3% | ? | -1% | 6% | 0.5
CCOc1ccc2nc(COC(=O)c3cccs3)c(C(=O)c3ccccc3)[n+]([O-])c2c1 | 3% | i | 1% | 0% | 0.1% | i | 15% | 2% | -0.9
COc1ccc(NC(=O)CS(=O)(=O)c2cn(CC(=O)N3CCCC3)c3ccccc23)c(OC)c1 | -14% | i | -2% | -9% | -0.2% | i | 13% | 18% | -1.8
CCCN(Cc1nnc(-c2cccs2)o1)C(=O)CN1C(=O)NC2(CCCCC2)C1=O | -7% | i | -2% | -9% | -0.1% | i | -1% | -2% | 0.7
Cc1ccc(NC(=S)N(CCN(C)C)Cc2cccs2)cc1C | 7% | i | 1% | 5% | 0.5% | i | ? | -28% | -0.7
CC1CCN(c2c(NCC3CCC(C(=O)NCCC4=CCCCC4)CC3)c(=O)c2=O)CC1 (configuration not stated) | 2% | i | -1% | ? | 0.2% | ? | -16% | -10% | -1.5
COc1ccc(C(=O)C2CCCN(C(=O)COc3ccc(C(C)=O)cc3)C2)cc1F (configuration not stated) | 0% | i | -1% | ? | 2.4% | i | 15% | -16% | -5.8
Clc1ccc2nc(-c3ccccc3)cn2c1 | 5% | i | -2% | ? | 14% | i | 0% | -20% | -0.8
O=C1CCN(CCc2ccccc2)CCN1CCSc1ccc(Br)cc1 | 3%&10% | i | 1% | 7%&-2% | 8.4% | i | ? | -7%&-21% | -1.6
O=C(Nc1ccccc1)Nc1nc(-c2ccc(F)cc2)cs1 | 6% | i | 0% | -4% | 3.3% | i | 19% | -4% | -1.5
Cc1ccc(F)cc1NC(=O)CN1CCN(c2ccccn2)CC1 | 0% | i | 0% | -4% | 0.0% | ? | -2% | 9% | -3.7
Cc1cc(C)c(NC(=O)CSc2nc(=O)n(Cc3ccco3)c3c2CCC3)c(C)c1 | 4% | nt | nt | nt | 5.4% | i | ? | -22% | nt
CCOC(=O)N1CCN(C(=O)CN(c2ccc3c(c2)OCO3)S(C)(=O)=O)CC1 | 6% | i | -1% | 3% | -0.1% | i | 0% | 16% | -2.0
O=C(Nc1ccn(CCOC(=O)c2ccccc2)c(=O)n1)c1ccccc1 | nt | i | nt | nt | 6.7% | i | -5% | 1% | -3.6
CCN(CCCNC(=O)CCn1c(=S)[nH]c2cc3c(cc2c1=O)OCO3)c1cccc(C)c1 | 0% | i | -2% | -18% | -0.2% | i | 8% | -15% | -2.5
CCCC(=O)Nc1nc2c(C)c(Cl)ccc2s1 | 8% | i | -2% | 0% | 13% | ? | -26% | -43% | 0.1
Cc1ccc(NC(=O)c2sc3ncnc(N(C)C4CCCCC4)c3c2C)c(C)c1 | -11% | nt | nt | nt | 0.8% | i | 2% | -2% | nt
COc1ccccc1NC(=O)CSc1nnc(C2CCCCC2)n1N | -10% | nt | 0% | 1% | -0.5% | i | -4% | -1% | -1.1
CCn1cc(-c2cc(C(=O)O)c3ccccc3n2)cn1 | -4% | i | 1% | 18µM* | 3.6% | i | 1% | -60% | -1.7
Cn1ccnc1-c1ccc(-c2nccn2C)cc1 | 5% | i | -5% | -9% | -0.2% | i | 5% | 12% | -2.1
O=C(/C=C/c1cccc(Br)c1)N1CCN(c2cccc(C(F)(F)F)c2)CC1 | 12% | i | 0% | -1% | 0.0% | i | ? | -32% | -1.2
CCC(CC)NC(=O)Nc1ccc(F)c(Cl)c1 | -1% | i | -3% | ? | -0.6% | i | -28% | -5% | -1.4
COc1ccc(Nc2oc(/C=C/c3cc(OC)c(OC)c(OC)c3)nc2C#N)cc1 | -4% | nt | nt | 2% | 12% | nt | 3% | -23% | nt
Cc1ccc(CNC(=O)C2CCC(CNc3c(N4CCC(C)CC4)c(=O)c3=O)CC2)cc1 (configuration not stated) | -3% | i | -13% | -29% | -0.7% | i | 0% | 1% | -1.1
COc1cc(S(=O)(=O)N2CCN(Cc3ccc4c(c3)OCO4)CC2)c(C)cc1C | 7% | i | 1% | -7% | 4.4% | i | ? | -30% | -2.7
CCCOc1ccc(C2C(=O)N(C3CCCCC3)CC(=O)N2C2CC2)cc1OC (configuration not stated) | -4% | i | -3% | nt | 0.1% | i | -23% | 0% | -2.4
O=C(Nc1cccc(S(=O)(=O)C(F)F)c1)c1ccc(S(=O)(=O)N2CCCCC2)cc1 | ? | i | -2% | 16µM* | 1.3% | i | -26% | -30% | 1.1
CC/S(C)=N/S(=O)(=O)c1ccc(C)cc1 (configuration not stated) | -1% | i | 2% | -4% | 0.2% | i | 22% | 19% | -0.4
O=C(N/N=C/c1cc(Br)ccc1O)c1ccncc1 | -2% | i | 0% | -30% | -0.1% | i | ? | -43% | -0.3
O=C(NNC(=S)NC(=O)c1ccccc1[N+](=O)[O-])c1ccccc1[N+](=O)[O-] | 0% | i | 0% | 5% | -0.1% | i | -2% | -8% | -0.3
CC1(C)SC(=S)N(NC(=O)Nc2cccc3ccccc23)C1N(O)C(=O)Nc1ccccc1 (configuration not stated) | -14% | i | -3% | ? | 2.8% | i | ? | -50% | 1.6
O=C(CN1C(=O)COc2ccccc21)N1CCCC1 | 0% | i | 1% | 11% | -0.4% | i | 2% | -1% | -0.3
CC1=NN(c2ccccc2)C(=O)/C1=C/C=C/c1ccc(N(C)C)cc1 | -7% | i | 1% | ? | -0.1% | nt | -3% | -2% | 2.4
Cc1ccc(C(=O)N(Cc2ccco2)Cc2ccco2)cc1 | 5% | nt | nt | 0% | 5.8% | nt | ? | -9% | nt
CCN1C(=O)[C@H]2[C@H]3CN=C(SCc4ccc(C)cc4)N3[C@@](C)(C(=O)OC)[C@H]2C1=O | -3% | i | -3% | -1% | 0.3% | i | 8% | -2% | -1.1
Cc1[nH]c2ccccc2c1C(=O)NS(=O)(=O)Nc1ccc(Cl)cc1 | 3% | i | -8% | ? | 3.0% | i | -5% | -4% | 1.2
CSc1nsc(SC)c1NC(=O)OCCc1ccccn1 | -13% | i | -1% | 0% | 0.0% | i | 9% | -1% | -1.0
COc1ccc(C(=O)N2CC3(CC(c4cccc([N+](=O)[O-])c4)=NO3)C[C@H]2C(=O)NCC(N)=O)cc1 (some centres not stated) | 0% | i | 1% | -1% | 0.4% | i | 7% | 2% | 0.6
COc1ccc(N2CCN(c3n[nH]c(N)n3)CC2)cc1 | 1% | i | 1% | 28% | 0.4% | i | -16% | -80% | 1.6

The closing 2 records of the part above come first, to join the parts.
SMILES | A549 tox | pAkt inh | Mm-Cpn inhibitor | Nrf2 inh | Nrf2 ARE act | S2 tox | TGFb inhibitor | HepG2 viability | CCT modulator
COc1ccc(C(=O)N2CC3(CC(c4cccc([N+](=O)[O-])c4)=NO3)C[C@H]2C(=O)NCC(N)=O)cc1 (some centres not stated) | 0% | i | 1% | -1% | 0.4% | i | 7% | 2% | 0.6
COc1ccc(N2CCN(c3n[nH]c(N)n3)CC2)cc1 | 1% | i | 1% | 28% | 0.4% | i | -16% | -80% | 1.6
CCC(Sc1nc2ncccc2o1)C(=O)Nc1ccc(OC)c(OC)c1 (configuration not stated) | 1% | nt | nt | ? | 2.6% | i | 4% | -7% | nt
Cc1c(NC(=O)c2cccc(NC(=O)COc3ccccc3C#N)c2)c(=O)n(-c2ccccc2)n1C | 2% | i | 0% | -25% | -3.4% | i | 24% | -1% | 0.4
Cc1noc(C)c1COc1cccc(C(=O)Nc2cccnc2)c1 | 8% | i | 3% | -6% | 2.9% | i | 3% | 2% | -6.4
COc1ccc(CCNC(=O)c2nnn(-c3cc(C)cc(C)c3)c2N)cc1OC | ? | i | 0% | ? | 3.0% | i | 15% | -20% | -3.5
